# Yeast superoxide: caloric restriction mimetics inhibiting age-related superoxide in yeast. S. cerevisiae aged cells, superoxide DHE fluorescence; active compounds read low. superoxide response (% of plate mean), % at 10 µM. 330,000 tested, 0.18% active. AID 2690;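 active = superoxide response under a set limit, about three screen SD below normal, cut at about 65% in these data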;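 note: yeast aged for seven days with compound at 30 °C before DHE staining; 100% = average MFI of all compound-treated wells on the plate with controls excluded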
# JMJD2C inh: human JMJD2C demethylase inhibition; Q9H3R0; GST-JMJD2C(1-420) H3K9me3 demethylation, DELFIA europium; inhibition, % at 2.35 µM; 330,000 tested, 0.069% active; AID 2099;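 active = more than half of a compound's replicate wells show inhibition beyond 50%, single wells judged on their own value; inconclusive = some, but no more than half, of replicates pass 50% inhibition; inactive = no replicate passes 50% inhibition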;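 note: signal counts dimethyl H3K9 product captured on neutravidin plate; 0% = median of DMSO wells and 100% = 0.3 times that DMSO median; strong numbers were not always called active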
# Target sequence (Q9H3R0 1-420 limits assumed): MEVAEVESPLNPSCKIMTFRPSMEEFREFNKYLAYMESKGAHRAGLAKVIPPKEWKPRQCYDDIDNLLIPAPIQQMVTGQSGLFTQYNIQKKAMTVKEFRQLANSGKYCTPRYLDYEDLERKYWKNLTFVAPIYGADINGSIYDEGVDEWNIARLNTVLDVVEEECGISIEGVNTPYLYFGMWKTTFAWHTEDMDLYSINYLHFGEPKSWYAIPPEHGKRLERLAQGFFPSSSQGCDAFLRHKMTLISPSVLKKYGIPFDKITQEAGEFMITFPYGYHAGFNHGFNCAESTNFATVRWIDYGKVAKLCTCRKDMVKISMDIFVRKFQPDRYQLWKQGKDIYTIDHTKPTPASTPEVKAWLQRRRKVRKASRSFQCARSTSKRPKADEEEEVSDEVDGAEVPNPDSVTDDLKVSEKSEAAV
# Active calls of the source: *; ? = inconclusive; . = not tested or not shown.
# A first look, four compounds:
1	O=C1NC(=S)NC(=O)C1=Cc1cccn1-c1ccc(O)cc1
2	CN(C)c1ccc(/C=C/C=C2/C(=O)NC(=O)N(c3ccccc3)C2=O)cc1
3	Cc1cccc(-n2c(O)c(C)c(=O)[nH]c2=S)c1
4	CCCn1cc2c3c(cccc31)C1CC(C)CN(C)C1C2 (stereo not given)

Screen / compound no.,1,2,3,4
Yeast superoxide,.,.,.,.
JMJD2C inh,?,-10,-5,-4

# All compounds of this part, previewed entries included:
1	O=C1NC(=S)NC(=O)C1=Cc1cccn1-c1ccc(O)cc1
2	CN(C)c1ccc(/C=C/C=C2/C(=O)NC(=O)N(c3ccccc3)C2=O)cc1
3	Cc1cccc(-n2c(O)c(C)c(=O)[nH]c2=S)c1
4	CCCn1cc2c3c(cccc31)C1CC(C)CN(C)C1C2 (stereo not given)
5	COc1ccccc1N1CCN(C2CCCN(C(=O)COc3ccccc3Cl)C2)CC1 (stereo not given)
6	Cc1nnc2ccc(N3CCN(C)CC3)nn12
7	COc1ccc(N2C(=O)/C(=C/C=C/c3ccccc3[N+](=O)[O-])C(=O)NC2=S)cc1
8	CN(C)CC1Oc2ccccc2OC1(O)c1ccccc1 (stereo not given)

Screen / compound no.,1,2,3,4,5,6,7,8
Yeast superoxide,.,.,.,.,.,.,.,.
JMJD2C inh,?,-10,-5,-4,2,-6,13,14

9	O=C1NC(=O)N(c2ccc(F)cc2)C(=O)/C1=C/c1ccc2c(c1)CCCN2Cc1ccccc1
10	COc1cc(-n2c(=S)[nH]c3ccc(C)cc3c2=O)c(Cl)cc1Cl
11	CN1CCN(c2cccc3c2C(=O)c2ccccc2C3=O)CC1
12	CCC1(C)OC(c2ccccc2)=C/C(=C/C=C2C(=O)NC(=O)NC2=O)O1 (stereo not given)
13	Cc1c(P(=S)(c2ccccc2)c2ccccc2)[n+]2ccccc2n1C
14	Cc1ccc(-n2nc(C)c(C3C(C#N)=C(N)Oc4c3c(=O)oc3ccccc43)c2Cl)cc1 (stereo not given)
15	CC12CCC3C(CC=C4CC(O)CCC43C)C1C/C(=C\N1CCCC1)C2=O (stereo not given)
16	C[C@]12CC[C@H](O)CC1=CCC1C2CC[C@@]2(C)C1CC[C@@H]2OCc1ccccc1 (stereo not given in full)

Screen / compound no.,9,10,11,12,13,14,15,16
Yeast superoxide,.,.,.,.,.,.,.,108
JMJD2C inh,-13,-26,-13,-4,-21,-12,-4,.

17	C=C1C(O)[C@@H]2O[C@]3(CC[C@H](/C=C/C(C)[C@@H]4CC(C)=CC5(O[C@H](C[C@@](C)(O)C(=O)O)CCC5O)O4)O3)CC[C@H]2O[C@@H]1C(O)CC(C)[C@H]1OC2(CCCCO2)CCC1C (stereo not given in full)
18	CC(=O)[C@@]1(O)CCC2C3CC=C4C[C@@H](O)CC[C@]4(C)C3CC[C@@]21C (stereo not given in full)
19	C=C(C)C(Cc1c(OC)ccc(C(=O)/C=C/c2ccc(O)cc2)c1O)OO (stereo not given)
20	COc1cc(OC)c(OC)cc1C=O
21	C=C(COC(=O)CCC(=O)O)CC1CC(O)[C@]2(C)OC3CC4OC5C[C@]6(C)O[C@]7(C)CCC8OC9C[C@]%10(C)OC%11C(C)=CC(=O)OC%11CC%10OC9C[C@@H](C)C8OC7CC6O[C@]5(C)C/C=C\C4OC3CC2O1 (stereo not given in full)
22	COC(=O)C1C(O)CC2CCC1N2C (stereo not given)
23	COc1cc(C2c3cc4c(cc3CC3COC(=O)C32)OCO4)cc(OC)c1OC (stereo not given)
24	C=CCC1([C@@H](C)CCC)C(=O)NC(=O)NC1=O

Screen / compound no.,17,18,19,20,21,22,23,24
Yeast superoxide,47*,96,116,93,77,116,101,101
JMJD2C inh,.,.,.,.,.,.,.,.

25	COc1ccc2c3c1OC1C(=O)CC[C@@]4(O)[C@@H](C2)N(C)CC[C@]314 (stereo not given in full)
26	C=CCN1CC[C@]23c4c5ccc(O)c4OC2[C@H](O)CC[C@@]3(O)[C@H]1C5 (stereo not given in full)
27	C[C@]12CCC(=O)C=C1C=CC1C2CC[C@]2(C)C(=O)CCC12 (stereo not given in full)
28	CN1CC[C@]23c4c5ccc(O)c4OC2[C@H](O)C=CC3[C@H]1C5 (stereo not given in full)
29	c1cc2c(cc1[C@H]1OC[C@H]3[C@@H]1CO[C@H]3c1ccc3c(c1)OCO3)OCO2
30	CN1CCN(Cc2c(F)cccc2Cl)CC1
31	O=c1cccc2n1C[C@@H]1C[C@@H]2CN(CC(O)c2ccc([N+](=O)[O-])cc2)C1 (stereo not given in full)
32	CCN(CC)C(=O)COc1cc(C)cc2oc(=O)c3c(c12)CCCC3

Screen / compound no.,25,26,27,28,29,30,31,32
Yeast superoxide,113,92,89,95,82,102,98,98
JMJD2C inh,.,.,.,.,.,12,-7,-5

# A second format for three compounds above.
29) c1cc2c(cc1[C@H]1OC[C@H]3[C@@H]1CO[C@H]3c1ccc3c(c1)OCO3)OCO2
  Yeast superoxide: 82
  JMJD2C inh: .
25) COc1ccc2c3c1OC1C(=O)CC[C@@]4(O)[C@@H](C2)N(C)CC[C@]314 (stereo not given in full)
  Yeast superoxide: 113
  JMJD2C inh: .
28) CN1CC[C@]23c4c5ccc(O)c4OC2[C@H](O)C=CC3[C@H]1C5 (stereo not given in full)
  Yeast superoxide: 95
  JMJD2C inh: .

# Continuation:
33	Cc1cc(=O)oc2cc(OCC(=O)N3CCN(Cc4ccccc4)CC3)ccc12
34	C[C@]12CC[C@H](O)CC1=CC(=O)C1C2CC[C@]2(C)C(=O)CCC12 (stereo not given in full)
35	C[C@]12CCC3C(CC[C@@H]4C[C@H](O)CC[C@]34C)C1CCC2=O (stereo not given in full)
36	CC(C)(C)C(=O)O[C@H]1CC[C@@]2(C)C(=CC(=O)C3C2CC[C@]2(C)C(=O)[C@H](O)CC32)C1 (stereo not given in full)
37	Cn1c(O)c(/C=C2\C=c3ccccc3=NC2=O)c(=O)n(C)c1=O
38	C[C@]12CC[C@H](N)CC1=CCC1C2CC[C@@]2(C)C1CC[C@@H]2O (stereo not given in full)
39	C[C@]12CCC3C(CC[C@H]4C[C@@H](O)CC[C@]34C)C1C[C@@H](O)C2=O (stereo not given in full)
40	C[C@]12CCC3C(CC[C@@H]4CC(=O)CC[C@]34C)C1CC[C@@H]2O (stereo not given in full)

Screen / compound no.,33,34,35,36,37,38,39,40
Yeast superoxide,96,106,64*,93,93,123,71,54*
JMJD2C inh,6,-4,-4,3,4,6,0,6

41	COc1ccc(OC)c(NP(=O)(Oc2ccccc2)Oc2ccccc2)c1
42	COc1ccc(N2C(=O)/C(=C/c3ccc(OC)c(OC)c3)C(=O)NC2=S)cc1
43	COc1ccccc1NC(=O)COC(=O)c1cc(C)n(C2CC2)c1C
44	CC(C)(C)C(=O)O[C@H]1CC[C@@]2(C)C(=CC(=O)C3C2CC[C@]2(C)C(=O)CCC32)C1 (stereo not given in full)
45	C[C@]12CC[C@@H](O)CC1=CCC1C2CC[C@]2(C)C(=O)[C@H](F)CC12 (stereo not given in full)
46	COc1ccc(-n2c(/C=C/c3cccc(F)c3)nc3ccccc3c2=O)c(OC)c1
47	C=CCn1c(O)c(Cc2ccc(OCC)cc2)c(=O)[nH]c1=O
48	COC(=O)Cn1cc(C(=O)c2ccccc2F)c2ccccc21

Screen / compound no.,41,42,43,44,45,46,47,48
Yeast superoxide,96,102,82,99,76,97,102,92
JMJD2C inh,-5,11,-2,1,5,-5,0,11

49	COc1ccc(C(=O)C2CCCN(Cc3ccc(F)cc3F)C2)cc1F (stereo not given)
50	CC(=O)O[C@@H]1CC[C@]2(C)C3CC[C@]4(C)C(=O)[C@H](O)CC4C3[C@@H](OC(C)=O)C[C@H]2C1 (stereo not given in full)
51	O=c1c2ccccc2nc(Cc2ccccc2)n1-c1ccccc1
52	C[C@]12CCC3C(C(=O)C[C@H]4C[C@@H](O)CC[C@]34C)C1CCC2=O (stereo not given in full)
53	N=c1sccn1Cc1ccccc1F
54	CC(C)(C)C(=O)O[C@H]1CC[C@@]2(C)C(=CC(=O)C3C2CC[C@]2(C)C(=O)[C@@H](F)CC32)C1 (stereo not given in full)
55	O=Cc1c(C(=O)O)n(Cc2ccc(F)cc2Cl)c2ccccc12
56	O=C1C(Cc2cnc[nH]2)NC(=S)N1c1ccccc1 (stereo not given)
57	O=c1nc(/C=C/c2ccc(Cl)cc2Cl)cc(C(F)(F)F)[nH]1

Screen / compound no.,49,50,51,52,53,54,55,56,57
Yeast superoxide,91,87,94,98,96,95,90,91,104
JMJD2C inh,-9,7,0,-3,0,-1,0,1,6

# Screening results (PubChem BioAssay)

# Some of the compounds tested (hit frequency here may not be typical).
